Insulin prom inh: TRM-6 insulin promoter activity inhibition | TRM-6 cells (human fetal islet line), insulin promoter-eGFP reporter, imaging; reporter expression induced with tamoxifen | inhibition, % at 2 µM | 130,000 compounds, 0.9% hits;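 active means inhibition above the mean plus 3 SD, with well images judged a real hit on visual review, cut at about 60% in these data, passing the limit was not always enough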
SDO1 yeast rescue: compounds rescuing growth of sdo1-depleted yeast, bone marrow failure model. 140,000 compounds, 0.21% hits. S. cerevisiae sdo1-depleted JHY4D growth rescue, OD600 30 h; stronger effect = higher value; pdr5 snq2 efflux-pump mutant strain. AID 817. z-score at 10 µM;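 active means z-score above 3 at both the 24 hr and the 30 hr optical density reads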;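 further: z-score against mean and SD of all compound wells on the same plate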
SDO1 yeast rescue Rescue 24 h: further read-out of SDO1 yeast rescue, marked with its call; z-score; S. cerevisiae sdo1-depleted JHY4D growth rescue, OD600; measured here: growth rescue at 24 h;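 0 is the plate mean of compound wells and units are plate SD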
* marks the source's active call; other numbers are inactive results; · = not tested or not shown.

SMILES	Insulin prom inh	SDO1 yeast rescue	SDO1 yeast rescue Rescue 24 h
CCNC(=S)NNC(=O)c1cc(C)on1	·	0.06	-0.43
Cc1ccc(C(=O)Nc2ccc(O)c(C(=O)O)c2)o1	-76.9	0.27	-0.18
CS(=O)(=O)NC1CCN(Cc2ccccc2)CC1	25.6	0.05	0.08
O=C1C(Cl)=C(N2CCOCC2)C(=O)N1c1ccccc1	0.0	1.41	1.61
Cc1cc(C)n(-c2nc(NCCC(C)C)c3c4c(sc3n2)COC(C)(C)C4)n1	-14.3	-0.64	-0.32
CN(C)S(=O)(=O)c1cccc(NC(=O)CCSc2ccc(Cl)cc2)c1	-61.5	-1.12	-0.86
CC(C)CNC(=O)CC(NCC(C)C)C(=O)O (stereo not given)	55.6	0.7	0.56
CCOc1ccc(C(=O)Nc2ccc(Cl)cn2)cc1Cl	·	-1.37	-1.47
CCCCC(O)(CCCC)C(=O)NNc1ccccc1	-14.3	-0.23	0.69
O=C1Nc2ccccc2/C1=C/c1cccnc1	-133.3	·	·

Single values from above.
SDO1 yeast rescue, CC(C)CNC(=O)CC(NCC(C)C)C(=O)O (stereo not given) : 0.7
SDO1 yeast rescue, Cc1ccc(C(=O)Nc2ccc(O)c(C(=O)O)c2)o1 : 0.27
SDO1 yeast rescue Rescue 24 h, CN(C)S(=O)(=O)c1cccc(NC(=O)CCSc2ccc(Cl)cc2)c1 : -0.86
SDO1 yeast rescue, CCCCC(O)(CCCC)C(=O)NNc1ccccc1 : -0.23

Six records drawn at random from those above:
SMILES	Insulin prom inh	SDO1 yeast rescue	SDO1 yeast rescue Rescue 24 h
O=C1Nc2ccccc2/C1=C/c1cccnc1	-133.3	·	·
CN(C)S(=O)(=O)c1cccc(NC(=O)CCSc2ccc(Cl)cc2)c1	-61.5	-1.12	-0.86
CCNC(=S)NNC(=O)c1cc(C)on1	·	0.06	-0.43
CS(=O)(=O)NC1CCN(Cc2ccccc2)CC1	25.6	0.05	0.08
Cc1ccc(C(=O)Nc2ccc(O)c(C(=O)O)c2)o1	-76.9	0.27	-0.18
Cc1cc(C)n(-c2nc(NCCC(C)C)c3c4c(sc3n2)COC(C)(C)C4)n1	-14.3	-0.64	-0.32

(list continues)
SMILES	Insulin prom inh	SDO1 yeast rescue	SDO1 yeast rescue Rescue 24 h
CCOC(=O)C1CCN(c2c(NCCN3CCN(c4ccccc4)CC3)c(=O)c2=O)CC1	·	1.33	1.5
O=C(COC(=O)/C=C/c1ccccc1Cl)NCCc1ccc(Cl)cc1Cl	·	-0.48	-0.27
COc1ccc(CCN2C(=NC(=O)CC(C)C)SC3CS(=O)(=O)CC32)cc1 (stereo not given)	-7.7	0.01	-0.7
CCN=c1scc(-c2ccc(F)cc2)n1/N=C/c1ccccn1	66.7	·	·
COc1ccc(CC(=O)N2CCOCC2)cc1OC	5.6	0.62	0.01
C(=C\c1ccccc1)/CSc1nnc(-c2cccnc2)n1Cc1ccco1	·	-1.25	-0.74
O=C(CSc1ccccc1)Nc1ccc(N2CCOCC2)cc1	18.8	0.24	-0.14
C=CCn1c(N)cc(=O)nc1SCC(=O)Nc1cccc2ccccc12	21.6	1.07	0.01
CCOC(=O)c1cc(-c2ccccc2)n(CC(=O)Nc2cc(OC)cc(OC)c2)c1C	11.5	0.03	-0.27
CC(NC(=O)c1ccco1)c1cccc2ccccc12 (stereo not given)	-77.4	-0.77	-1.33
CC(=O)Nc1ccc(S(=O)(=O)Nc2cc([N+](=O)[O-])ccc2C)cc1	-50.0	·	·
CC(C)Cc1nc(N2CCCCC2)c(C#N)c2c1CCC2	7.1	0.47	0.11
CC(=O)Nc1ccc(C(=O)OCCC(C)C)cc1	·	-0.83	-0.86
COc1ccc(C2=CC(=O)OC3(CCCCC3)O2)cc1	-20.0	-1.53	-0.98
C=CCN1C2CCCC1CC(NC(=O)Nc1cccc(C(C)=O)c1)C2 (stereo not given)	·	-0.06	-0.27
Nc1c(Cl)cc2c(c1Oc1ccccc1)C(=O)c1ccccc1C2=O	-6.9	-1.37	-0.31
O=C1C2C3CCCC3=C3CCCC3C2C(=O)N1c1ccc(F)cc1 (stereo not given)	·	-0.88	-0.07
CCCc1c(O)nc(SCC(=O)NCCc2ccc(OC)c(OC)c2)[nH]c1=O	8.6	-0.37	-0.8
COc1ccc(NC(=O)C2CCCCN2N)cc1OCC(C)C (stereo not given)	·	-0.72	-1.48
COc1ccc(OCCCC(=O)NCCc2nc3ccccc3[nH]2)cc1	-53.3	·	·
CCCCc1sc(-c2c(C#N)c(N)nc3c2CCCCC3)cc1[N+](=O)[O-]	·	-0.53	0.12
COc1ccc2cc(S(=O)(=O)NCCCN3CCOCC3)ccc2c1	1.8	1.42	1.6
CC1CCCCC12NC(=O)N(CC(=O)NC1CCCc3ccccc31)C2=O (stereo not given)	·	0.49	0.11
CCC/C(=N\NC(=O)c1cccc(C)c1)c1ccccc1	0.0	0.06	-0.2
O=C(NCc1ccco1)/C(=C/c1ccc(C(F)(F)F)cc1)c1nc2ccccc2[nH]1	29.7	-1.02	-0.2
O=C(NCCCn1ccnc1)C(=O)c1cn(CC(=O)N2CCCCCC2)c2ccccc12	-146.2	·	·
CCOC(=O)c1c(-c2cccc(C)c2)csc1NC(=O)C1CC=CCC1C(=O)O (stereo not given)	-25.7	-0.01	-0.23
C=CCOc1c(CNc2ncn[nH]2)cccc1OC	2.7	0.84	0.37
CC1CN(C(=S)NC(=O)c2ccco2)CC(C)O1 (stereo not given)	3.1	-0.52	-0.47
CC(C)(C)NC(=O)CN(C(=O)c1ccc(CN2CCOCC2)o1)c1ccc2c(c1)OCCO2	·	-1.8	-1.08
COc1ccc(-n2nnnc2SCc2nc3ccccc3s2)cc1	21.9	-0.49	-0.2
Oc1c(Cl)cc(Cl)cc1/C=N/Nc1ncc(Br)cn1	-100.0	·	·
C=C(C)CSc1nc(N)c(C#N)c(-c2ccc(C)cc2)c1C#N	-4.5	-1.03	0.79
O=C(O)C1CCC(CNCc2ccccc2Cl)CC1 (stereo not given)	·	0.35	-0.93
CCN=C1SC(CC(=O)Nc2ccc(N3CCOCC3)cc2)C(=O)N1CC (stereo not given)	0.0	0.17	0.13
O=C(COC(=O)CNC(=O)c1ccccc1Cl)Nc1ncc(C(F)(F)F)cc1Cl	-13.7	-0.23	-1.5
O=C(N/N=C/c1ccc(O)cc1)c1ccc(NC(=O)c2ccccc2Br)cc1	26.9	-0.56	-0.32
COc1ccc(-c2nc3ccccc3o2)cc1NC(=O)c1ccc(Br)o1	·	2.08	3.64
Cc1ccc(Nc2ncccc2C(N)=O)cc1[N+](=O)[O-]	·	0.85	0.66
CCCc1cc(=O)[nH]c(SCC(=O)Nc2ccc(OC(F)F)cc2)n1	-25.8	0.27	0.21
O=C(NCCSc1ccccc1)c1ccccc1	-12.0	-0.49	-0.8
NC(=O)C1CCN(C(=O)CCSc2ccccc2)CC1	-6.7	0.14	-0.69
Nc1cc(=O)[nH]c(SCC(=O)Nc2cccc(Cl)c2Cl)n1	-21.4	·	·
CCC(=O)Nc1ccc(/C(C)=N/NC(=O)c2c(Br)c(C)nn2C)cc1	51.7	0.15	-0.16
CC(OC(=O)CCc1nc2ccccc2[nH]c1=O)C(=O)c1ccccc1 (stereo not given)	-32.4	-1.09	-0.9
O=C(Cn1c(=O)sc2ccccc21)N1CCOCC1	·	0.76	0.32
COc1ccc(OC)c(NC(=O)CCN2CCN(c3ccccc3)CC2)c1	-6.2	-0.81	-0.89
CCOc1cc(/C=C/C(=O)c2ccc(O)cc2)ccc1OCC(=O)N(C)C	·	0.7	1.4
Cc1c(CCO)c(=O)n(C)n1C(=O)c1ccc(F)cc1	10.0	0.94	0.41
CCCC(=O)Nc1sc2c(c1C#N)CCCC2	31.6	0.26	0.02
Following part:
SMILES	Insulin prom inh	SDO1 yeast rescue	SDO1 yeast rescue Rescue 24 h
O=c1c2cc(-c3ccccc3)sc2ncn1-n1cccc1	0.0	-0.8	-0.66
COc1ccc(Cn2c(CCC(=O)Nc3ccc(C)c(C)c3)nc3cccnc32)cc1	7.1	-0.71	1.12
CC(C)n1c(CNC(=O)c2ccccc2)nc2ccccc21	·	-0.47	-0.52
Cc1snc(S(=O)(=O)/C(C#N)=N\Nc2ccccc2)c1C#N	3.6	1.09	1.2
CCOc1ccc(S(=O)(=O)n2cc(-c3ccccc3)c(N)n2)cc1	38.2	-1.12	-0.94
C=CCNC(=O)COC(=O)CNC(=O)c1cc(Cl)cc([N+](=O)[O-])c1	83.3*	·	·
COC(=O)c1c(NC(=O)COC(=O)CCS(=O)(=O)c2ccc(C)cc2)sc(C)c1C	26.7	0.09	-0.01
COc1cc(C)c(C(N)=O)c(OC)n1	46.1	-0.26	-0.85
Nc1nc(Br)c2c(F)cccc2c1-c1ccccc1	-87.5	-0.02	1.27
O=C(NCCCCNC(=O)C1CCCC1)C1CCCC1	-85.0	0.37	-0.61
O=C(Oc1coc(CSc2ncccn2)cc1=O)c1ccc(Br)o1	·	-0.22	0.04
CCCCS(=O)(=O)Nc1ccc2ncn(C)c(=O)c2c1	-23.1	0.33	0.17
Cc1nnc(SCCCn2c(N3CCCCC3)nc3c2c(=O)[nH]c(=O)n3C)s1	6.9	0.31	0.02
CCOC(=O)C(C(=O)OCC)N(C#N)c1nc(C)cc(C)n1	12.5	0.93	-0.05
CCOC(=O)c1c2c(n(C)c1COC)C(=O)C(=O)c1ccc(Br)cc1-2	-351.2	·	·
Nc1n[nH]c(-c2ccccc2)c1-c1ccccc1	·	-0.04	-0.48
CN(C)C(CNc1nnnn1-c1ccccc1)c1ccco1 (stereo not given)	31.6	-0.06	-0.07
O=C1CC(c2ccccc2)CC(O)=C1C=Nc1cccc(Cl)c1 (stereo not given)	2.8	-0.76	-0.87
Cc1ccccc1C(=O)Nc1c2c(nc3ccccc13)CCCC2	·	0.42	0.01
CC1CCN(c2nc(/C=C/c3ccccc3)nc3ccccc23)CC1	·	-2.4	-2.11
Cc1ccc(C(=O)N/N=C/c2sc(=O)n(Cc3cccc(C(=O)O)c3)c2Cl)cc1	44.7	0.48	0.05
Cc1nn2cnc3sc4c(c3c2nc1=O)CCCC4	56.0	-0.43	-0.78
Cc1csc(NC(=O)C2CCCN2C(=O)Oc2ccccc2)n1 (stereo not given)	·	0.88	0.35
Cc1ccc(C2SCC(C(=O)O)N2C(=O)c2ccc(F)cc2)cc1 (stereo not given)	-57.1	0.62	2.03
CCc1c(-c2ccccc2)nc(N)c(C#N)c1-c1cccs1	11.4	-0.35	0.89
COc1ccc(NC(=O)NC(C(F)(F)F)C(F)(F)F)cc1	·	0.29	-0.72
O=C(COC(=O)Cc1ccc(Br)cc1)Nc1c(F)c(F)c(F)c(F)c1F	26.7	-0.9	-1.13
Cn1c(SCc2ccccc2)nnc1-c1c[nH]c2ccccc12	·	-0.27	0.45
O=C1CC(N2CCC(O)CC2)C(=O)N1c1ccc(Br)cc1 (stereo not given)	19.4	-0.39	-0.52
Cc1cccc(C(=O)Oc2ccc(/C=N/NC(=O)Cc3ccc([N+](=O)[O-])cc3)cc2)c1	20.0	1.29	2.09
O=C1NC2(CCCCC2)C(=O)N1CCS(=O)(=O)Oc1ccccc1	3.1	0.44	0.3
O=C1CC(N2CCN(c3ccccc3)CC2)C(=O)N1c1ccc2c(c1)OCO2 (stereo not given)	5.3	·	·
Oc1ccc(Cl)cc1/C=N/c1nc2ccccc2[nH]1	46.1	-0.42	-0.94
O=C(NCC1CCCO1)c1cc2n(n1)C(C(F)(F)F)CC(c1ccc(F)cc1)N2 (stereo not given)	·	1.97	1.94
CCc1ccc(C2C(C(=O)O)c3ccccc3C(=O)N2C)cc1 (stereo not given)	·	-0.67	-0.83
O=[N+]([O-])c1ccc(NCCCO)c(S(=O)(=O)N2CCOCC2)c1	-109.1	·	·
O=C(c1cnn2c(C(F)(F)F)cc(-c3ccc4c(c3)OCO4)nc12)N1CCCCC1	-58.3	-0.45	-0.16
O=C(NCc1ccco1)c1ccc(CS(=O)(=O)Cc2ccc(F)cc2)o1	·	1.6	2.01
S=C(NCCC(c1ccccc1)c1ccccc1)Nc1ccc(Cl)cc1	10.0	-0.78	-0.24
Cc1ccc(NC(=O)/C(=C/C=C/c2ccccc2)NC(=O)c2ccccc2)cc1	·	-0.05	0.29
O=Nc1c(O)n(Cc2cccc(C(F)(F)F)c2)c2ccccc12	-35.3	·	·
Cc1ccc(C(=O)Nc2ccc3c(c2)CCC3)cc1	45.5	·	·
O=C(NCCc1ccccc1)c1ncn[nH]1	36.4	0.17	0.22
CCCC(=O)N1CCN(c2ccc(NC(=O)c3sc4ccccc4c3Cl)cc2)CC1	-3.6	-0.68	1.28
Cn1c(NC(=O)C2CC2)cc(=O)n(C)c1=O	·	0.38	-0.21
N=c1n(Cc2ccccc2)c2ccccc2n1CC(O)c1ccccc1 (stereo not given)	-26.9	0.95	0.83
CSC1=NCCN1CCOc1ccccc1	-17.6	·	·
COc1cccc(S(=O)(=O)Nc2ccc(C(=O)N3CCN(C(=O)c4ccco4)CC3)cc2)c1	48.6	-0.01	-0.57
O=C(NCCCN1CCCC1=O)Nc1ccc(Cl)cc1	-36.1	·	·
COc1cccc(C2/C(=C(/O)c3ccc(C)cc3)C(=O)C(=O)N2Cc2ccco2)c1 (stereo not given)	·	0.77	-0.16
(further entries)
SMILES	Insulin prom inh	SDO1 yeast rescue	SDO1 yeast rescue Rescue 24 h
O=C(c1oc(=O)c2ccccc2c1-c1ccccc1)N1CCOCC1	·	0.44	0.71
CCCC(C(=O)Nc1nccs1)c1ccccc1 (stereo not given)	27.8	-0.43	-0.78
CN(C1=NS(=O)(=O)c2ccccc21)c1ccc(OC(=O)c2ccncc2)cc1	20.0	·	·
CCc1ccc(-c2cc(-c3n[nH]c(=S)n3CC)c3ccccc3n2)cc1	0.0	-1.58	-1
